Screens deposited in PubChem by National Center for Advancing Translational Sciences (NCATS).
TCR act: activates T cell receptor signaling; primary human leukocytes, anti-CD3, IL-2 HTRF, 48 h; Potency, µM (series often up to 9.22 µM), for inactives: top-dose activation of IL-2 secretion, usual class: activators; 330,000 tested, under 10 active; further: % of control where 0% means no effect
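Activity was scored as IL-2 release from primary human leukocytes given only a TCR signal (a-CD3 beads) plus compound for 48 hr. Detection used a two-antibody HTRF format read at 665nm.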
Menin MLL FP TR: inhibitors of human menin-MLL interaction, mutant MLL peptide. O00255. Menin + Texas Red MLL mutant peptide, fluorescence polarization. Potency, µM (titrated, usually from 61.6 µM), without a hit: at the top dose FP activity change, negative = inhibition, actives largely listed as inhibitors. 270,000 tested, 0.23% active; active means well fitted inhibition curve with a large enough effect in the polarisation, with a control signal flat, not every such curve was filed as active; inconclusive means small, poorly fitted or top-dose-only effect, or effect the other way, or a change in a side signal; inactive means no such curve, though single readings can be large or run the other way; the % refers to the polarisation; further: potency means the concentration at half of the fitted maximal effect; % of control where 0% means no effect; many of its hits are not listed in these tables
PTAP TSG101 blk: blocks PTAP/TSG101 interaction to inhibit HIV-1 budding; Q99816; Fluorescence polarization, FITC-PTAP peptide / Tsg101 binding; Potency, µM (series often up to 115 µM), without a hit: at the highest dose activity change, negative = inhibition, most hits filed as inhibitors; 340,000 tested, under 10 active; active means well fitted inhibition curve with a large enough effect in the main read-out, with a control signal flat, not every such curve was filed as active; inconclusive means small, poorly fitted or top-dose-only effect, or effect the other way, or a change in a side signal; inactive means no such curve, though single readings can be large or run the other way; further: potency means the concentration at half of the fitted maximal effect; % of control where 0% means no effect
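FP read-out: FITC-PTAP peptide, 50 nM final, binding Tsg101 binding domain, 10 uM final; 20 min, r.t.; 10 mM HEPES pH 7.5, 0.15 M NaCl, 0.01% Tween 20, 3 mM EDTA, 0.1 mM TCEP.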
ASM inhibitor: inhibitors of human secretory acid sphingomyelinase | P17405 | placental ASM, HMU-PC fluorogenic substrate, 60 min | Potency, µM (series often up to 57.5 µM), for inactives: top-dose activity change, negative = inhibition, hits mostly inhibitors | 340,000 tested, 0.006% active | AID 504937; further: potency means the concentration at half of the fitted maximal effect
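HMU-PC0 cleavage (9 uM final) by human placental ASM, 60 min at 37 °C following 10 min compound exposure at RT; stopped at pH 10, fluorescence Ex 386/Em 447 nm.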
Mito fusion yeast: mitochondrial division inhibition or fusion activation; S. cerevisiae fusion-defective mutant growth rescue, CellTiterGlo 48 h; Potency, µM (top dose mostly 46.1 µM), inactives show at the highest dose growth rescue (activation), actives largely listed as activators; 320,000 tested, 0.23% active;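 further: potency means the concentration at half of the fitted maximal effect; % of control where 0% means no effect; nearly all actives have a fitted effect of over 45% in size; temperature-sensitive fusion mutants such as fzo1-1 at 37 °C on non-fermentable ethanol glycerol medium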
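Luminescent cell viability in 1536-well qHTS format served as the measure of rescued growth in ts fusion-mutant S. cerevisiae cultured on non-fermentable YPEG for 48 hours at 37C.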
Integrin act MD: integrin-mediated muscular dystrophy alleviation activation. alpha7betagal myoblasts, beta-gal FDG fluorescence, 48 h. Potency, µM (series often up to 38.3 µM), for inactives: top-dose activation, actives largely listed as activators. 350,000 tested, 0.064% active;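 further: potency means the concentration at half of the fitted maximal effect; 100% = response of the positive control SU9516; nearly all actives have a fitted effect of over 60% in size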
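Alpha7betagal+/- myoblasts (passage 13) were plated 16-24 hr, then exposed to compounds (1:260 dilution of DMSO stock) for 48 hours at 37C. After MPER lysis, β-galactosidase reporter activity was read as FDG fluorescence (ex 480/em 540) after 30 minutes.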
TSHR antagonist: blocks TSH signaling through the human TSH receptor. TSHR-expressing cells, TSH-stimulated cAMP HTRF, 2 h; stronger effect = lower value. 330,000 tested, 0.2% active. P16473. AID 504810. activity change, negative = inhibition, % at 11.5 µM;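 active means activity change below a set negative limit, meaning inhibition stronger than a set level, cut at about -70% in these data; inconclusive means activity change between two set negative limits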; further: on the % scale 0 is the no-effect control and ±100 the full control effect
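Freshly harvested TSHR cells receive pin-tooled compound, then EC80 TSH at 4nM final. After 2 hours at 37 deg C, antibody in lysis buffer and cAMP-d2 are added; 30 minutes at ambient temperature precede the HTRF read.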
A-T KAP1 phos: candidate therapy for ataxia-telangiectasia; Potency, µM (top dose mostly 57.5 µM), for inactives: at the highest dose activation, actives largely listed as activators; […] A-T fibroblasts, KAP-1 phosphorylation AlphaLISA; neocarzinostatin DNA damage 30 min before lysis; 320,000 tested, 0.19% active; further: potency means the concentration at half of the fitted maximal effect; % of control where 0% means no effect; nearly all actives have a fitted effect of over 45% in size
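ATM-like activity read as KAP-1 phosphorylation via AlphaLISA donor/acceptor antibody pairs after lysis and 6 hr at 25C. Cells were ATM-null patient fibroblasts ([…], hTERT), dosed 60 min, then exposed to the DSB inducer NCS for 30 min.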
MLL CXXC-DNA inh: MLL CXXC-DNA interaction inhibition. Potency, µM (titrated, usually from 115 µM), inactives show top-dose activity change, negative = inhibition, most hits filed as inhibitors. 290,000 tested, 0.037% active. MLL-CXXC / FITC-HOXA9 DNA fluorescence polarization. Q03164; active means well fitted inhibition curve with a large enough effect in the polarisation, with a control signal flat, not every such curve was filed as active; inconclusive means small, poorly fitted or top-dose-only effect, or effect the other way, or a change in a side signal; inactive means no such curve, though single readings can be large or run the other way; the % refers to the polarisation; further: potency means the concentration at half of the fitted maximal effect
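Purified MLL-CXXC (added from a 7 uM solution) was preincubated 5 min at ambient with pinned compounds in 50 mM Tris-HCl pH 7.5, 50 mM NaCl, 1 mM DTT, 0.05% BSA. Fluorescein-labeled HOX-A9 DNA (50 nM solution) followed, 30 min, then polarization read.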
MBNL1 CUG block: blocks human MBNL1 binding to CUG repeat RNA. Q9NR56. TR-FRET MBNL1-His/biotin-(CUG)12 binding, 665/545 ratio. Potency, µM (series often up to 57.5 µM), inactives show top-dose activity change, negative = inhibition, hits mostly inhibitors. 280,000 tested, 0.036% active; active means well fitted inhibition curve with a large enough effect in the signal ratio, with a control signal flat, not every such curve was filed as active; inconclusive means small, poorly fitted or top-dose-only effect, or effect the other way, or a change in a side signal; inactive means no such curve, though single readings can be large or run the other way; the % refers to the signal ratio; further: potency means the concentration at half of the fitted maximal effect; on the % scale 0 is the no-effect control and ±100 the full control effect
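Compound titration spanned 92 nM–58 uM against the MBNL1-His/biotin-(CUG)12 complex. After 60 min at room temperature with 5 nM streptavidin-XL665 and 0.055 ng/ul terbium anti-His, ratiometric 665/545 nm emission (Ex 340 nm) normalized to controls.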
* = called active by the depositor; ? = inconclusive; . = not tested or not shown; [ ] = remark or other dose. Unless noted, the call rests on the fitted dose curve; in most records, active means well fitted curve in the direction sought with a large enough effect; inconclusive means small, poorly fitted or top-dose-only effect, or another doubt; inactive means no such curve, though single readings can be large; an effect the other way counts as inactive or inconclusive. Not all compounds are listed; rates above refer to the full screens.

SMILES | TCR act | Menin MLL FP TR | PTAP TSG101 blk | ASM inhibitor | Mito fusion yeast | Integrin act MD | TSHR antagonist | A-T KAP1 phos | MLL CXXC-DNA inh | MBNL1 CUG block
CN(C)Cc1c(O)c(Cl)cc2c3c(c(=O)oc12)CCCC3 | -1% | -2% | -6% | . | -7% | 20% | -6 | 17% | -8% | 29%
Cc1cccc(N2CCN(C(=S)NCc3ccco3)CC2)c1C | 4%[46.1 µM] | 10% | 0% | 5% | 27% | 21% | -9 | 1% | -11% | -16%
COc1ccc(OC(=O)c2ccc(Cl)cc2)c(C(C)=O)c1 | -1% | 4% | 0% | -2% | -3% | 14% | -9 | 0% | 53%[activator] | -1%
O=C(O)C1=C[C@H](c2ccc(Br)cc2)C[C@H](OCc2ccc(CO)cc2)O1 | 8% | 1% | -1% | 4% | -3% | -21% | 7 | 14% | 15% | 0%
COC(=O)c1cc(OC)ccc1-c1ccc(OC)cc1 | 3% | 9% | 2% | -1% | -7% | 23% | 8 | 9% | -7% | -4%
O=C(CSc1nc(-c2ccccc2)c(-c2ccccc2)[nH]1)NCCN1C(=O)CSC1=O | -3% | 21% | -5% | -6% | -3% | -12% | -8 | -1% | -3% | -7%
O=C(CSc1nnc(Nc2ccccc2)s1)NC1CCCC1 | -2% | . | -1% | 0% | . | 0% | . | -1% | . | .
N=c1c(C(=O)NCC2CCCO2)cc2c(=O)n3ccccc3nc2n1Cc1ccccc1 (stereo not drawn) | -2% | -20% | -3% | 347%[activator] | 7% | 0% | 0 | 3% | 1% | ?
OCCNCCO | 9% | 9% | 6% | -1% | 1% | 2% | 3 | -7% | 5% | -11%
COc1cccc(CC2(CO)CCCN(Cc3ccc(OC)c(C)c3OC)C2)c1 (stereo not drawn) | 0% | ? | 1% | 6% | -5% | -55%[inhibitor] | 2 | 6% | 1% | -3%
CCOC(=O)c1c(NC(=O)c2cccnc2)sc(C)c1C | 4% | ? | 5% | -5% | 5% | 15% | -6 | 2% | -2% | 9%
C=C(C)CSc1nnc2n(Cc3ccccc3)c(=O)c3c4c(sc3n12)CCC4 | -6% | -3% | -1% | -5% | 2% | -9% | 19 | -1% | 4% | -3%
O=S1(=O)N=C(N/N=C/c2ccc(Br)o2)c2ccccc21 | -3% | -1% | -3% | -8% | -7% | -18% | -7 | -6% | 2% | ?
CC(=O)N(Cc1ccc(F)cc1)C1=C(NCCc2ccccc2)C(=O)c2ccccc2C1=O | 7% | -19% | -3% | -21% | 0% | -59%[inhibitor] | 21 | . | 19% | ?
CCc1ccc(C(=O)OCC(=O)N(CC)c2c(N)n(Cc3ccccc3)c(=O)[nH]c2=O)cc1 | 1% | . | 2% | 9% | 9% | 14% | 8 | -14% | . | .
COc1cc(CC(=O)NCc2cccs2)cc(OC)c1OC | -3% | . | 4% | 3% | 1% | -1% | 12 | -1% | 4% | -2%
CSCC[C@H](NC(=O)c1ccc(OCC2CCCO2)cc1)c1nc2ccccc2[nH]1 (stereo partly drawn) | 1% | . | 2% | 0% | . | -1% | -5 | -3% | . | .
COC/C=C/C1=CC2=CC(=O)C(C)(OC(=O)c3cnc4ccccc4n3)C(=O)C2=CN1Cc1ccccc1 (stereo not drawn) | -5% | -4%[11.7 µM] | -7% | 2% | 0% | 19% | -4 | 3% | 7% | ?
COc1ccc(CCNC(=O)CN(CCc2ccccc2)S(C)(=O)=O)cc1 | -1% | -3% | 1% | 1% | 0% | 1% | -1 | -2% | -5% | -12%
CCOc1ccc(NC(=O)CC2C(=O)N(c3ccc(OC)cc3)C(=O)N2CCc2cccs2)cc1 (stereo not drawn) | -3%[46.1 µM] | ? | -2% | -13% | 13% | -6% | -4 | 13% | 4% | -12%

Structural class, those above with an aryl methoxy group.
SMILES | TCR act | Menin MLL FP TR | PTAP TSG101 blk | ASM inhibitor | Mito fusion yeast | Integrin act MD | TSHR antagonist | A-T KAP1 phos | MLL CXXC-DNA inh | MBNL1 CUG block
COc1ccc(OC(=O)c2ccc(Cl)cc2)c(C(C)=O)c1 | -1% | 4% | 0% | -2% | -3% | 14% | -9 | 0% | 53%[activator] | -1%
COC(=O)c1cc(OC)ccc1-c1ccc(OC)cc1 | 3% | 9% | 2% | -1% | -7% | 23% | 8 | 9% | -7% | -4%
COc1cccc(CC2(CO)CCCN(Cc3ccc(OC)c(C)c3OC)C2)c1 (stereo not drawn) | 0% | ? | 1% | 6% | -5% | -55%[inhibitor] | 2 | 6% | 1% | -3%
COc1cc(CC(=O)NCc2cccs2)cc(OC)c1OC | -3% | . | 4% | 3% | 1% | -1% | 12 | -1% | 4% | -2%
COc1ccc(CCNC(=O)CN(CCc2ccccc2)S(C)(=O)=O)cc1 | -1% | -3% | 1% | 1% | 0% | 1% | -1 | -2% | -5% | -12%
CCOc1ccc(NC(=O)CC2C(=O)N(c3ccc(OC)cc3)C(=O)N2CCc2cccs2)cc1 (stereo not drawn) | -3%[46.1 µM] | ? | -2% | -13% | 13% | -6% | -4 | 13% | 4% | -12%
